# Screening data: PubChem BioAssay, Sanford-Burnham Center for Chemical Genomics
# GRIN3A LBD mod: NR3A (human) ligand-binding domain modulation. Tm shift relative to glycine control, % at 25 µM. AID 1259313. 340,000 compounds, 2.5% hits. NR3A LBD differential scanning fluorimetry, Tm shift; 0% = protein alone, 100% = glycine-bound protein;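 active means melting temperature shift of at least 10% of the positive control shift, at one fixed dose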
# A3A deaminase: inhibitors of human APOBEC3A DNA deaminase. P31941. recombinant A3A, FAM/TAMRA ssDNA deamination fluorescence. inhibition, % at 20 µM. 330,000 compounds, 0.41% hits. AID 493011;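 active means at least 40% inhibition at 20 µM here, with at most 30% in a related deaminase screen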;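 further: plate controls were A3A with DMSO for no effect and wells lacking A3A enzyme for full effect; some results filed as inactive read as strong as hits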
# Target sequence (P31941 whole entry, looked up): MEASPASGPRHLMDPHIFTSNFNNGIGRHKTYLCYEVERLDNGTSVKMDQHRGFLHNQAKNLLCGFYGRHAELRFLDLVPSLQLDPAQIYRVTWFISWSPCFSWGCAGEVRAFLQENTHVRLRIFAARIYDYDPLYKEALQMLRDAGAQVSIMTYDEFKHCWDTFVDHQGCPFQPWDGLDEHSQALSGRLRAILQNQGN
# MPTP block: permeability transition pore inhibition. AID 602449. 360,000 compounds, 1.4% hits. inhibition, % at 10 µM. isolated mouse mitochondria, Ca2+ swelling absorbance, 30 min;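 active means inhibition of 50% or more, scaled per plate between neutral and stimulator controls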;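 further: 0% = DMSO wells given calcium and 100% = 1 mM EGTA wells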
# A3G deaminase: inhibitors of human APOBEC3G DNA deaminase; inhibition, % at 20 µM; Q9HC16; 330,000 compounds, 0.28% hits; recombinant A3G, ssDNA deamination FAM/TAMRA fluorescence; AID 493012;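 active means inhibition of at least 40% at 20 µM, with no more than 30% in the related APOBEC3A deaminase screen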;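 further: plate controls were DMSO wells with A3G for no effect and wells lacking A3G enzyme for full effect; some compounds called inactive have numbers as strong as hits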
# Target sequence (Q9HC16 whole entry, looked up): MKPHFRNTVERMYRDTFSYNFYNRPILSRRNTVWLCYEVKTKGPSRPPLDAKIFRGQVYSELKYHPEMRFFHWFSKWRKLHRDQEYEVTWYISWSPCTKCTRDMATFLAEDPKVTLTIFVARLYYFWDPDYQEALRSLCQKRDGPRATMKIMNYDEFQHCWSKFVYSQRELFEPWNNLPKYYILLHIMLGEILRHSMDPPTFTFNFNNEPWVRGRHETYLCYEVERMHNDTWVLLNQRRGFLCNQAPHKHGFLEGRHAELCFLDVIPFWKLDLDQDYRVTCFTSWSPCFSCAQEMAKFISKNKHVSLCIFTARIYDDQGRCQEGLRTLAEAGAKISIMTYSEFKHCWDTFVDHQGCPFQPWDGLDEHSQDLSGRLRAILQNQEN
# MIN6 prolif: MIN6 beta-cell proliferation induction; MIN6 cells proliferation, ATPlite luminescence, 48 h; cells starved in 0.2% serum; 100% = growth in 10% serum; proliferation, % at 10 µM; 330,000 compounds, 0.29% hits;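 active means compounds whose signal lies at least 3.5 SD above the mean of all wells on their plate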;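 further: 0% = DMSO-treated cells in low-serum medium and 100% = 10% serum control; some compounds called inactive have numbers as strong as hits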
# hIAP inh: blocks human intestinal alkaline phosphatase | AID 2544 | purified IAP, CDP-Star luminescence, 30 min | inhibition, % at 10 µM | 330,000 compounds, 0.12% hits;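 active means inhibition reaching a set limit with compound at 10 µM in the primary screen, cut at about 35% in these data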;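 further: plate controls were DMSO wells with enzyme for no effect and no-enzyme buffer wells for full effect; values of inactives mirror those of a sister screen read the other way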
# hIAP activ: human IAP activation. P09923. purified human IAP, CDP-Star luminescence, 30 min; stronger effect = higher value; 1 = vehicle-only enzyme, 0 = enzyme-free background. activation factor at 10 µM. 330,000 compounds, 0.16% hits. AID 2524;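 active means activation factor of the enzyme at least 2-fold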; further: the source names both 10 and 20 µM as test concentration; values of inactives mirror those of a sister screen read the other way
# mIAP block: blocks mouse intestinal alkaline phosphatase; purified mouse IAP, CDP-Star luminescence, 30 min; inhibition, % at 10 µM; 330,000 compounds, 0.2% hits;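 active means inhibition of at least 40% at 10 µM in the primary screen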;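 further: plate controls were DMSO with enzyme for no effect and no enzyme wells for full effect; values of inactives mirror those of a sister screen read the other way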
# mIAP activ: increases mouse intestinal alkaline phosphatase activity. muIAP, CDP-Star luminescence, 30 min; stronger effect = higher value; 1 = vehicle-only enzyme signal, 0 = enzyme-free wells. activation factor at 10 µM. 330,000 compounds, 0.24% hits. AID 2805;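 active means activation factor of at least 2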; further: the source names both 10 and 20 µM as test concentration; values of inactives mirror those of a sister screen read the other way
#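 Assay system: mouse IAP enzyme / Compound: DMSO-dissolved test compounds / Timing: 30 min, room temperature / Measured by: luminescence from enzymatic CDP-Star hydrolysis / Control set: DMSO-only wells, enzyme-free buffer wells as negative control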
# * marks the source's active call; other numbers are inactive results; / = no result given.
SMILES,GRIN3A LBD mod,A3A deaminase,MPTP block,A3G deaminase,MIN6 prolif,hIAP inh,hIAP activ,mIAP block,mIAP activ
COCc1ccc(C(=O)NC2CCSc3ccccc32)cc1 (stereo not given),0,0,-1.3,-7,0,12,0.88,-1,1
CCOc1ncccc1C(=O)Nc1ccc(OC)c(S(=O)(=O)N2CCOCC2)c1,0,0,1.8,-6,0,-4,1,0,1
CN(CCNC(=O)CCCOc1cc(=O)n(C)c2ccccc12)Cc1ccccc1,2,1,1.1,2,1,5,0.95,-4,1
CCOC(=O)C(Cc1cc(C(C)=O)ccc1OCC)C(=O)OCC,-3,-1,-0.1,-8,4,6,0.94,10,0.9
COc1ccc(S(=O)(=O)N2CCN(C(=O)CC(C)C)CC2)cc1,1,-7,-0.3,-11,0,-6,1.1,-5,1.1
COC(=O)c1cc(C(=O)OCC(=O)NC(=O)NCc2ccccc2)cc([N+](=O)[O-])c1,-6,-1,0.4,-5,-1,7,0.93,8,0.92
CCC(CO)Oc1cc(NCc2cccc(C(F)(F)F)c2)c2ncn(C(C)C)c2c1 (stereo not given),1,-1,-0.5,-4,-5,-9,1.1,-3,1
CC(=O)c1ccc(NC(=O)c2ccccc2-c2ccccc2C(=O)O)cc1,2,-6,-0.9,-5,2,-6,1.1,13,0.87
O=C(NCCS(=O)(=O)NCc1ccccc1Cl)c1ccc2c(c1)OCO2,-1,-1,-0.8,-1,-6,-12,1.1,2,0.98
CCOC(=O)CSc1nc(N)c(C#N)c(-c2cccs2)c1C#N,1,-1,1.9,-1,-2,-11,1.1,4,0.96
COc1ccc(/C=C2/C(=O)N(CC3CCCO3)C(=S)N2C)c(OC)c1 (stereo not given),-1,-4,0.0,-6,-3,9,0.91,0,1
CCn1cnc2c1c(=O)n(CC(=O)OC)c(=O)n2Cc1ccccc1,0,0,-0.4,-2,0,1,0.99,6,0.94
CCOC(=O)C1CCN(C(=O)/C=C/c2ccc(OC)cc2)CC1,0,-2,-1.9,-6,-2,9,0.91,-5,1
O=c1c2ccccc2nc(-c2cccc(Cl)c2)n1O,0,-3,0.9,3,-3,-3,1,2,0.98
C=CCN(CC=C)c1ccc(N2C(=O)C3CCCCC3C2=O)cc1[N+](=O)[O-] (stereo not given),4,3,15,-8,-2,11,0.89,7,0.93
CCC(=O)Nc1ccc(NCc2ccc(-c3ccccc3)cc2)cc1,-9,-8,-2.3,-5,-3,-5,1.1,8,0.92
Cc1cc2ccccc2n1CCNC(=O)c1ccc(S(=O)(=O)N2CCCCC2)cc1,-7,0,0.8,-7,1,4,0.96,-2,1
COc1ccccc1-n1cnnc1SCC(=O)N1CC(=O)Nc2ccccc21,-2,5,-5.7,-5,1,-20,1.2,0,1
O=C(/C=C/c1cccc(F)c1)Nc1ccc(S(=O)(=O)Nc2ncccn2)cc1,-7,30,1.1,2,-3,1,0.99,-1,1
CCCCCCC(=O)N/N=C(\C)Cc1ccccc1,0,5,-0.7,-1,2,4,0.96,7,0.93
NC(=O)c1ccsc1NC(=O)COC(=O)CNC(=O)c1ccc(Cl)cc1,-3,-4,-1.5,-9,-3,12,0.88,2,0.98
CC(C)c1ccc(NC(=O)[C@@H](C)NC(=O)[C@@H]2Cc3ccccc3CN2)cc1,-3,-2,-0.3,-2,-6,2,0.98,-3,1
COCCNC(=O)C(c1ccc(C)cc1)N(C(=O)CCC(=O)Nc1ccccn1)c1ccc(F)cc1 (stereo not given),-2,-1,-0.2,-9,3,12,0.88,0,1
O=C(COC(=O)c1c[nH]c2ccccc12)Nc1ccccc1,-1,-3,0.1,-7,-1,-2,1,-11,1.1
CCN(CC)c1ccc(CNc2nc3ccccc3n2CC)cc1,-2,6,11,2,-1,17,0.83,-1,1
# Next section
SMILES,GRIN3A LBD mod,A3A deaminase,MPTP block,A3G deaminase,MIN6 prolif,hIAP inh,hIAP activ,mIAP block,mIAP activ
NS(=O)(=O)c1ccc(NC(=O)COC(=O)c2cc(Cl)ccc2[N+](=O)[O-])cc1,-2,6,0.2,1,-1,3,0.97,3,0.97
Nc1nccnc1C(=O)OCC(=O)c1ccc[nH]1,1,-3,0.4,-1,-3,-7,1.1,-2,1
Cc1occc1C(=O)NCc1cccc(CNC(=O)c2ccoc2C)c1,-1,20,4.1,8,-1,-4,1,-12,1.1
COC(=O)c1ccc(CNC(=O)C(C)N=C2NS(=O)(=O)c3ccccc32)cc1 (stereo not given),0,-3,-2.7,-10,4,-5,1,4,0.96
COc1ccc(OC)c(CCNC(=O)C2CCN(c3nnc(-n4cccc4)s3)CC2)c1,0,-2,1.5,-7,-1,11,0.89,-14,1.1
Nc1ncnc2nc(Sc3ccc(Cl)cc3)[nH]c12,-3,-5,-2.1,-9,0,5,0.95,4,0.96
CSc1ccc(CN2CCN(S(=O)(=O)Cc3ccccc3)CC2)cc1,2,1,-1.6,-1,-1,5,0.95,4,0.95
CC(=O)Nc1ccc(N(C(=O)c2ccco2)C(C(=O)NC2CCCC2)c2ccncc2)cc1 (stereo not given),1,2,-2.2,0,-1,10,0.9,2,0.97
Cn1c(C(=O)OCC(=O)NCCc2ccccc2)cc2sccc21,2,-4,0.8,-7,-3,-3,1,4,0.96
COc1ccccc1-c1cc(C(F)(F)F)nc(N2CCCC2)n1,1,-4,0.1,-5,-5,4,0.96,2,0.98
OC(CN1CCN(c2cccc(C(F)(F)F)c2)CC1)c1c[nH]c2ccccc12 (stereo not given),0,1,53*,-4,-3,-2,1,4,0.96
CCOC(=O)Cc1cc(=O)n2[nH]c(-c3ccccc3)c(-c3ccccc3)c2n1,-9,0,-1.2,-1,-4,-9,1.1,14,0.86
CCN1C(=O)CC(N2CCC(Nc3ccc(F)cc3)CC2)C1=O (stereo not given),2,-1,-1.7,-1,-2,-3,1,2,0.98
O=c1c(-c2nnc(SCc3ccc(Cl)c(Cl)c3)o2)cccn1Cc1ccccc1,2,-1,7.5,-6,-6,-5,1,7,0.93
Cc1ccc2nc(-c3ccc(SCC(=O)Nc4nc(C)cs4)nc3)[nH]c2c1,10,-4,4.0,-9,-3,-7,1.1,0,1
Cn1c2ccsc2c2ncn(Cc3ccc(F)cc3)c(=O)c21,3,-3,0.0,-8,-2,4,0.96,-4,1
COC(=O)Oc1ccc(/C=N/NC(=O)CN(c2ccccc2Cl)S(C)(=O)=O)cc1OC,2,-4,0.2,-7,-1,-21,1.2,-7,1.1
Cc1ccc2cc(CN(Cc3ccco3)C(=O)C3CCCCC3)c(=O)[nH]c2c1C,-2,-1,-1.6,0,-4,0,1,10,0.9
CCc1ccc(O)c(CNCCNCc2cc(CC)ccc2O)c1,1,-2,95*,-7,-8,-38,1.4,-14,1.1
Cc1c(CCO)sc[n+]1CC(=O)OCCC12CC3CC(CC(C3)C1)C2,-1,0,-2.2,-2,0,-15,1.2,10,0.9
CCCCn1c(N)c(N(CCC(C)C)C(=O)c2ccc(COc3ccccc3)o2)c(=O)[nH]c1=O,0,-3,0.0,-10,-4,-24,1.2,0,1
O=c1c2ccccc2nc(/C=C/c2cccc([N+](=O)[O-])c2)n1CCCO,-5,-4,-1.3,-5,-3,12,0.88,11,0.89
Cc1cc(C)[n+](-c2ccc(C(C)C)cc2)c2[nH]c(=O)[nH]c(=O)c12,-7,-6,0.6,-7,0,-5,1,5,0.95
CC1Oc2ccccc2N(CC(=O)NC2CCCCC2)C1=O (stereo not given),-1,2,0.5,1,0,-7,1.1,-6,1.1
CCCOc1ccccc1/C=C1\SC(N2CCCCC2)=NC1=O,0,-2,-0.2,-5,-2,32,0.68,0,1
Cc1nc(NC(=O)COc2ccc(Cl)cc2)sc1C(=O)N(C)C,/,-4,/,-13,-1,2,0.98,5,0.95
O=C(C1=C(O)C(=O)N(CCN2CCOCC2)C1c1cccc(O)c1)c1cc2ccccc2o1 (stereo not given),0,-7,-1.9,11,0,-26,1.3,1,0.99
COc1ccc(-n2nnnc2SCC(=O)Nc2ccc(OC)cc2OC)cc1,0,-2,1.5,14,-2,-22,1.2,-4,1
Cc1cc(C)cc(N=C2NC(=O)CS2)c1,0,0,-0.9,5,-2,-5,1.1,15,0.85

# Molecules above containing a halogen (15):
SMILES,GRIN3A LBD mod,A3A deaminase,MPTP block,A3G deaminase,MIN6 prolif,hIAP inh,hIAP activ,mIAP block,mIAP activ
CCC(CO)Oc1cc(NCc2cccc(C(F)(F)F)c2)c2ncn(C(C)C)c2c1 (stereo not given),1,-1,-0.5,-4,-5,-9,1.1,-3,1
O=C(NCCS(=O)(=O)NCc1ccccc1Cl)c1ccc2c(c1)OCO2,-1,-1,-0.8,-1,-6,-12,1.1,2,0.98
O=c1c2ccccc2nc(-c2cccc(Cl)c2)n1O,0,-3,0.9,3,-3,-3,1,2,0.98
O=C(/C=C/c1cccc(F)c1)Nc1ccc(S(=O)(=O)Nc2ncccn2)cc1,-7,30,1.1,2,-3,1,0.99,-1,1
NC(=O)c1ccsc1NC(=O)COC(=O)CNC(=O)c1ccc(Cl)cc1,-3,-4,-1.5,-9,-3,12,0.88,2,0.98
COCCNC(=O)C(c1ccc(C)cc1)N(C(=O)CCC(=O)Nc1ccccn1)c1ccc(F)cc1 (stereo not given),-2,-1,-0.2,-9,3,12,0.88,0,1
NS(=O)(=O)c1ccc(NC(=O)COC(=O)c2cc(Cl)ccc2[N+](=O)[O-])cc1,-2,6,0.2,1,-1,3,0.97,3,0.97
Nc1ncnc2nc(Sc3ccc(Cl)cc3)[nH]c12,-3,-5,-2.1,-9,0,5,0.95,4,0.96
COc1ccccc1-c1cc(C(F)(F)F)nc(N2CCCC2)n1,1,-4,0.1,-5,-5,4,0.96,2,0.98
OC(CN1CCN(c2cccc(C(F)(F)F)c2)CC1)c1c[nH]c2ccccc12 (stereo not given),0,1,53*,-4,-3,-2,1,4,0.96
CCN1C(=O)CC(N2CCC(Nc3ccc(F)cc3)CC2)C1=O (stereo not given),2,-1,-1.7,-1,-2,-3,1,2,0.98
O=c1c(-c2nnc(SCc3ccc(Cl)c(Cl)c3)o2)cccn1Cc1ccccc1,2,-1,7.5,-6,-6,-5,1,7,0.93
Cn1c2ccsc2c2ncn(Cc3ccc(F)cc3)c(=O)c21,3,-3,0.0,-8,-2,4,0.96,-4,1
COC(=O)Oc1ccc(/C=N/NC(=O)CN(c2ccccc2Cl)S(C)(=O)=O)cc1OC,2,-4,0.2,-7,-1,-21,1.2,-7,1.1
Cc1nc(NC(=O)COc2ccc(Cl)cc2)sc1C(=O)N(C)C,/,-4,/,-13,-1,2,0.98,5,0.95
